High-throughput results (PubChem)
Tb PFK block = T. brucei PFK enzyme inhibition; T. brucei PFK, ADP-Glo luminescence; AID 485367; actives 0.17% (n = 330,000); Potency, µM (top dose mostly 57.5 µM), inactives show at the highest dose activity, negative = inhibition, usual class: inhibitors; O15648;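 note: potency is the fitted concentration of half-maximal effect; 0% = uninhibited 1x PFK enzyme wells and -100% = no-enzyme wells; nearly all actives have a fitted effect of over 60% in size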
Target sequence (O15648 whole entry, looked up): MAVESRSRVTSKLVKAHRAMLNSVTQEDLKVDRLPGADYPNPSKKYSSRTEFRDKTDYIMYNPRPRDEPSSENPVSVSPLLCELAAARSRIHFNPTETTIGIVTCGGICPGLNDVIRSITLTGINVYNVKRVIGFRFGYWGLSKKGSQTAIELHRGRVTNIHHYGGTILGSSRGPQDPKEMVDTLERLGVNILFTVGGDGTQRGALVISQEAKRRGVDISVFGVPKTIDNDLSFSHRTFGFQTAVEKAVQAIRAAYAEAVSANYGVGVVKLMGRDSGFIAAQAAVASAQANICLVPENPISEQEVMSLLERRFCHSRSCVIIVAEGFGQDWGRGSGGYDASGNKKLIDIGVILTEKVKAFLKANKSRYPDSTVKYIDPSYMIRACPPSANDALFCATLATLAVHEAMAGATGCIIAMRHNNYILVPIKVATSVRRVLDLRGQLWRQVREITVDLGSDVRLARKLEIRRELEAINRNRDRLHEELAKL
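Luminescent ADP detection (ADP-Glo, two-step: ATP depletion then ADP-to-ATP conversion for luciferase) reported PFK activity after 45 min room-temperature reaction of 1.25 nM enzyme with 0.5 mM F6P and 0.1 mM ATP at pH 8.0.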
ELG1 DNA repair = blocks ELG1-dependent DNA repair in HEK293T cells | Potency, µM (highest dose often 46.1 µM), for inactives: at the top dose activity change, negative = inhibition, actives largely listed as inhibitors | actives 2.3% (n = 330,000) | AID 504467 | HEK293T ELG1-luciferase reporter, luminescence, 16 h; DNA damage induced by 5-fluorouridine; note: potency is the fitted concentration of half-maximal effect; % is set by controls: 0 for no effect and ±100 for the full control effect; nearly all actives have a fitted effect of over 55% in size
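DMSO vehicle served as the neutral condition. Each well held 2,000 cells given 5-fluorouridine plus compound; after 16 hr at 37 °C/5% CO2, ONE-Glo was added and luciferase measured 30 min later.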
Mito fusion yeast = mitochondrial division inhibition or fusion activation | Potency, µM (doses to about 46.1 µM), for inactives: at the highest dose growth rescue (activation), most hits filed as activators | S. cerevisiae fusion-defective mutant growth rescue, CellTiterGlo 48 h | actives 0.23% (n = 320,000);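 note: potency is the fitted concentration of half-maximal effect; % of control where 0% means no effect; nearly all actives have a fitted effect of over 45% in size; temperature-sensitive fusion mutants such as fzo1-1 at 37 °C on non-fermentable ethanol glycerol medium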
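Luminescent cell viability in 1536-well qHTS format served as the measure of rescued growth in ts fusion-mutant S. cerevisiae cultured on non-fermentable YPEG for 48 hours at 37C.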
uPA generation = cell surface uPA generation inhibition; cell surface uPA generation assay, qHTS; Potency, µM (top dose mostly 38.3 µM), inactives show at the top dose activity change, negative = inhibition, actives largely listed as inhibitors; actives 0.31% (n = 330,000); AID 540303; active = well fitted inhibition curve with a large enough effect; inconclusive = small, poorly fitted or top-dose-only effect; inactive = no such curve, though single readings can be large or run the other way; tested in mouse RAW 264.7 cells; note: potency is the fitted concentration of half-maximal effect; % is set by controls: 0 for no effect and ±100 for the full control effect; nearly all actives have a fitted effect of over 55% in size
B2AR arrestin = recruits beta-arrestin to the human beta2-adrenergic receptor; Potency, µM (titrated, usually from 46.1 µM), for inactives: top-dose activation, hits mostly activators; beta-arrestin recruitment to beta2AR, cell-based reporter; actives 0.02% (n = 330,000); P07550;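 note: potency is the fitted concentration of half-maximal effect; 0% = DMSO controls and full agonism = EC100 isoproterenol or metaproterenol; nearly all actives have a fitted effect of over 65% in size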
PTAP TSG101 blk = blocks PTAP/TSG101 interaction to inhibit HIV-1 budding; Q99816; Fluorescence polarization, FITC-PTAP peptide / Tsg101 binding; Potency, µM (highest dose often 115 µM), for inactives: at the top dose activity change, negative = inhibition, hits mostly inhibitors; 340,000 tested, under 10 active; AID 493005; active = well fitted inhibition curve with a large enough effect in the main read-out, with a control signal flat, not every such curve was filed as active; inconclusive = small, poorly fitted or top-dose-only effect, or effect the other way, or a change in a side signal; inactive = no such curve, though single readings can be large or run the other way; note: potency is the fitted concentration of half-maximal effect; % of control where 0% means no effect
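Compounds were pin-transferred onto Tsg101 binding domain (10 uM final) in HEPES pH 7.5 buffer, then FITC-PTAP peptide was added at 50 nM final. After 20 min at RT, polarization reported peptide displacement across a qHTS concentration series.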
TSHR antagonist = human thyrotropin receptor antagonism; P16473; TSHR-expressing cells, TSH-stimulated cAMP HTRF, 2 h; active compounds read low; activity change, negative = inhibition, % at 11.5 µM; actives 0.2% (n = 330,000); AID 504810;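 active = activity change below a set negative limit, meaning inhibition stronger than a set level, cut at about -70% in these data; inconclusive = activity change between two set negative limits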; note: % is set by controls: 0 for no effect and ±100 for the full control effect
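Antagonism was scored as loss of TSH-driven cAMP in TSHR cells, stimulated with 4nM TSH (EC80) for 2 hours at 37 deg C and detected by homogeneous HTRF competition immunoassay.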
Eya2 phos inh = inhibitors of human Eya2 phosphatase activity; O00167; recombinant Eya2, OMFP fluorescence dephosphorylation (OMFP is methylfluorescein phosphate); Potency, µM (doses to about 76.9 µM), for the others: at the top dose activity, negative = inhibition, most hits filed as inhibitors; actives 0.006% (n = 330,000); AID 488837; note: potency is the fitted concentration of half-maximal effect; % is set by controls: 0 for no effect and ±100 for the full control effect
Target sequence (O00167 whole entry, looked up): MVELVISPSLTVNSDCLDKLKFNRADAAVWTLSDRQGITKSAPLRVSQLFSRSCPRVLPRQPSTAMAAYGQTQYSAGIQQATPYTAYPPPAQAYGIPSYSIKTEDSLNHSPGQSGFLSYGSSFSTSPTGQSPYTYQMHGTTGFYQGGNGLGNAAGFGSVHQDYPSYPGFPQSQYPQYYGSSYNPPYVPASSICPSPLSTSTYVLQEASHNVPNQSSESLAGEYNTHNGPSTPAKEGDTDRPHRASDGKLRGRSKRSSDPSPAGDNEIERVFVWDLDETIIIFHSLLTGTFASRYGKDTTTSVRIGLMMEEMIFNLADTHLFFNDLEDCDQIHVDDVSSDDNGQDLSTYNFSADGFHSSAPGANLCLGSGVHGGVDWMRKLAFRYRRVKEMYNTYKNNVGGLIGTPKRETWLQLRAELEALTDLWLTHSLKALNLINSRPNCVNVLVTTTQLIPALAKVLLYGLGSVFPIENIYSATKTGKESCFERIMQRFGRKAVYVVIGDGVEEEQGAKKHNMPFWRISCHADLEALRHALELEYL
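Eya2 (0.2 uM) preincubated 10 min at ambient with compound, then OMFP substrate added at 50 uM; 10 min reaction in 50 mM HEPES pH 7.5, 50 mM NaCl, 5 uM MgCl2, 0.05% BSA, 1 mM DTT. Fluorescence read at Ex 485/Em 525 nm.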
BCR signal inh = chronic active BCR signaling inhibition | ABC-DLBCL IkBa-CBG/CBR reporter, luminescence ratio, 4 h | Potency, µM (top dose mostly 46.1 µM), for inactives: at the top dose ratio change, negative = lower green/red ratio, hits mostly inhibitors | actives 0.05% (n = 340,000); active = well fitted inhibition curve with a large enough effect in the signal ratio, with a control signal flat, not every such curve was filed as active; inconclusive = small, poorly fitted or top-dose-only effect, or effect the other way, or a change in a side signal; the % refers to the signal ratio;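 note: potency is the fitted concentration of half-maximal effect; plate controls were basal doxycycline-induced cells for no effect and cells given 10 µM MG132 for full effect; MG132 reads +100%, hits lower the ratio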
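TMD8 ABC-DLBCL cells carrying doxycycline-inducible green luciferase fused to IkappaBalpha plus unfused red luciferase were exposed to compounds (up to 46 uM) for 4 hrs at 37C. Activity came from the overlap-corrected green/red luminescence ratio.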
USP2a inh = blocks human ubiquitin-specific protease USP2a. Potency, µM (titrated, usually from 38.3 µM), for the others: at the highest dose activity change, negative = inhibition, most hits filed as inhibitors. USP2 core, Ub-CHOP2 coupled fluorogenic reporter, 485/531. actives 0.01% (n = 330,000). AID 463254;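 note: potency is the fitted concentration of half-maximal effect; plate controls were DMSO wells for no effect and full inhibition by NEM control for full effect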
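USP2 core (10nM final) preincubated 30min RT with compound in 20mM Tris-HCl pH 8.0, 2mM CaCl2, 2mM beta-mercaptoethanol, 0.05% CHAPS; 25nM Ub-CHOP2 plus 25nM reporter substrate added, fluorescence (Ex485/Em531) read after 60min.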
TCR activator = activators of T cell receptors | primary human leukocytes, anti-CD3, IL-2 HTRF, 48 h | 330,000 tested, under 10 active | AID 504894 | Potency, µM (titrated, usually from 9.22 µM), inactives show top-dose activation of IL-2 secretion, actives largely listed as activators; note: % of control where 0% means no effect
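Readout: HTRF IL-2, Eu-cryptate/d2 antibody pair, 320nm excitation, 665nm emission. Stimulus: a-CD3 beads, no co-stimulation. Cells: primary human leukocytes. Exposure: 48 hr with compound.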
* = called active by the depositor; ? = inconclusive; . = no result given; [ ] = another dose, or the depositor's remark. Unless noted, calls come from the whole dose curve; as a rule, active = well fitted curve in the direction sought with a large enough effect; inconclusive = small, poorly fitted or top-dose-only effect, or another doubt; inactive = no such curve, though single readings can be large; an effect the other way counts as inactive or inconclusive.

SMILES | Tb PFK block | ELG1 DNA repair | Mito fusion yeast | uPA generation | B2AR arrestin | PTAP TSG101 blk | TSHR antagonist | Eya2 phos inh | BCR signal inh | USP2a inh | TCR activator
COc1ccc(C(=O)Nc2ccc(NC(=O)c3ccccc3)cc2)cc1S(=O)(=O)N1CCOCC1 | 3% | -22% | 2% | -5% | 0.0% | 1% | -4 | 27% | ? | 3% | 4%
CN=C1S/C(=C\c2ccc(N3CCCC3)c(F)c2)C(=O)N1C | -1% | ? | 0% | -2% | 0.0% | 2% | -12 | 8% | -4% | 2% | -2%
COc1cccc2cc(C(=O)N3CCCCCCC3)c(=O)oc12 | 4% | ? | -2% | 2% | -0.7% | -3% | -31 | 2% | -9% | 0% | -9%
COc1ccc(OC)c(NC(=O)CSc2nnc(CNc3ccc(C)cc3C)o2)c1 | 1% | -16% | 4% | 1% | 0.5% | -3% | 13 | -4% | 0% | -3% | -1%
O=C(Nn1cnnc1)c1ccc(Cl)cc1[N+](=O)[O-] | 0% | -20% | 1% | 4% | -0.8% | -5% | -9 | -19% | 3% | 0% | -5%
COCCn1c(Cc2ccccc2)nnc1SCC(=O)N(C)C | -5% | -1% | 7% | . | -3.4% | -6% | 5 | 22% | 1% | 3% | 12%
COc1ccccc1/C=C/c1nc(S(=O)(=O)c2ccccc2)c(NCCN(C)C)o1 | -17% | -4% | -1% | -5% | -0.5% | -6% | 37 | 12% | -29% | -8% | -11%
CCOC(=O)CN1Cc2cccc(C(=O)O)c2C1=O | 0% | 18% | -6% | -1% | -0.8% | -4% | 7 | 5% | 5% | 0% | 2%
Cc1nn(CCCC(=O)NCc2ccc(F)cc2)c(C)c1[N+](=O)[O-] | -2% | -2% | -3% | 1% | 0.0% | 0% | 16 | 5% | 0% | 0% | -2%[46.1 µM]
COc1cc(/C=C/C(=O)O)cc2c1OCCO2 | 6% | 10% | 6% | -1% | 0.4% | -6% | -5 | -9% | 1% | -1% | -1%
CN1C(=O)/C(=C\c2ccccc2OCc2ccccc2)SC1=S | -6% | 15% | -14% | -1% | -1.0% | 0% | 9 | 12% | 0% | 3% | -1%
Cc1ccc(CNS(=O)(=O)CCNC(=O)c2ccc3c(c2)OCO3)cc1 | -7% | 0% | 1% | 4% | -0.4% | 0% | 20 | -10% | -3% | -1% | 2%
c1ccc(-c2nc(-c3nccc4ccccc34)oc2-c2ccccc2)cc1 | -13% | ? | 6% | 7% | 0.2% | 3% | -1 | 2% | ? | -4% | 1%
O=C(NC(NC(=O)c1c(F)cccc1F)c1ccc([N+](=O)[O-])cc1)c1c(F)cccc1F | -1% | 17% | 1% | -3% | -0.3% | 1% | -6 | -16% | 1% | 0% | 8%
CC1CCCC(C)N1/N=C/c1ccc(O)cc1 (configuration not stated) | 1% | -16% | -4% | -10% | -0.3% | 1% | 2 | 11% | -8% | 0% | 5%
O=[N+]([O-])c1ccc2c(c1)nc(CO)n2Cc1ccccc1 | -16% | -5% | 1% | 9% | 0.5% | -8% | -2 | 0% | 13% | 0% | 11%
Brc1ccc(-c2noc(CCc3ccccc3)n2)o1 | 2% | ? | 4% | 6% | -1.1% | -10% | -19 | 6% | ? | 4% | 2%
Cn1nc(C(=O)Nc2ccc(Br)cc2)cc1C(=O)Nc1ccc(Br)cc1 | 0% | -2% | 2% | 7% | -0.8% | 1% | -6 | -2% | ? | 1% | -3%
Cc1ccc2nc(NC(=O)C3CCN(S(=O)(=O)c4ccc5c(c4)oc(=O)n5C)CC3)sc2c1 | 1% | 10µM* | 1% | 0% | -0.8% | 0% | -1 | 17% | 16% | 0% | 3%
CCCCCN(C(=O)CCC(=O)OCC(=O)NC1CCC(C)CC1)c1c(N)n(CCCC)c(=O)[nH]c1=O (configuration not stated) | 1% | 17% | -2% | 7% | -0.4% | -3% | 2 | 13% | -4% | 1% | 0%
CC(C)(C)c1cc(-n2ccnc2)n2ncc(-c3ccc(Cl)cc3)c2n1 | 0% | ? | -1% | 11% | -0.5% | 1% | -6 | 4% | -1% | 4% | 1%
Cc1c(Cc2ccccc2)c(=O)oc2cc(OCC(=O)N3CCC(C(=O)O)CC3)ccc12 | 1% | ? | 1% | -4% | -0.5% | -6% | 2 | -18% | -11% | 0% | -5%
CCCCc1nnc(NC(=O)C(C)Sc2nc(O)c(Cc3ccccc3)c(=O)[nH]2)s1 (configuration not stated) | 1% | -7% | -2% | 2% | -0.1% | 0% | -3 | -20% | -4% | 2% | 2%
CCO[C@H]1OC(C(=O)N2CCOCC2)=C[C@@H](C2CC2)[C@@H]1CCCO | 1% | 14% | -6% | -19% | -0.6% | -4% | -7 | 5% | 0% | 1% | 10%
Cc1ccc(O)c(C(=O)c2cnc3c(c2)COc2ccc(C)cc2-3)c1 | -1% | ? | ? | -2% | -1.0% | -3% | -12 | -1% | 23% | 4% | -10%[46.1 µM]
CC1(C)CC(=O)C(CC2C(=O)CC(C)(C)CC2=O)C(=O)C1 | -3% | 6% | -8% | 1% | -0.5% | -1% | 0 | 0% | 10% | 0% | -8%
COc1ccc2nc(NC(=O)CN3CCOCC3)sc2c1 | -2% | ? | 3% | -5% | -0.1% | -7% | 5 | 4% | -16% | 1% | -3%
CC(C)OC(=O)CSc1nnc(-c2ccc(Cl)cc2)n1N | 2% | 11% | -5% | -2% | -0.8% | 0% | 3 | 6% | -1% | -1% | -7%
C[C@H](CO)N1C[C@H](C)[C@H](CN(C)S(C)(=O)=O)Oc2c(cccc2N(C)C)C1=O | 0% | ? | . | 11% | -0.1% | 1% | 3 | -33% | 1% | 3% | -3%
CCC1CCCCN1Cc1ccc(CNC(=O)CCc2nnc3ccc(N4CCCCC4)nn23)o1 (configuration not stated) | 0% | 0% | 0% | -3% | -0.5% | -5% | 13 | 0% | -6% | -1% | 5%
Oc1c(C(c2ccccc2)N2CCCCC2)sc2ncnn12 (configuration not stated) | 5% | 7% | 1% | -10% | -0.6% | 0% | 11 | -4% | 7% | 1% | 1%[46.1 µM]
CCOC(=O)c1c(C)c(/C=N/Nc2ccccc2)n(C)c1C | 0% | . | 4% | 3% | -0.2% | -4% | -1 | -6% | -23% | -3% | -5%
CCc1nnc(NC(=O)c2ccc(S(=O)(=O)N3CCCCCC3)cc2)s1 | -3% | -9% | -1% | 0% | -1.0% | -3% | -5 | 16% | 0% | -1% | 4%
CCn1c(SCC(=O)NCCOC)nc2sc3c(c2c1=O)CCCC3 | 1% | -5% | -1% | 5% | -1.1% | -3% | -8 | 1% | ? | 1% | 0%
Cc1ccc2c(c1)N(CC(=O)Nc1ncccc1C)C(=O)C(C(C)C)O2 (configuration not stated) | -2% | -17% | 10% | 21% | -0.4% | -1% | 6 | 2% | -3% | 0% | 6%
Cc1cc2ncn(CC(C)C)c2cc1C | 0% | -4% | -10% | 4% | 0.3% | -1% | -3 | 4% | 4% | 1% | .
Cc1ccc(NC(=O)C2CC(O)CN2C(=O)OCc2ccccc2)c(C)c1 (configuration not stated) | 0% | -1% | -2% | 3% | 0.3% | -16% | -1 | 3% | 7% | 3% | 11%
COc1ccc(NC(=O)c2ccc3ncsc3c2)c2ccccc12 | -4% | -1% | -3% | -5% | 0.2% | -2% | 2 | 4% | -24% | -1% | 6%
CCOP(=O)(OCC)C(Nc1cccc([N+](=O)[O-])c1)c1ccccc1 (configuration not stated) | 2% | -6% | -1% | 0% | -0.3% | 0% | 5 | 10% | -2% | 2% | -7%
COc1ccc(-c2nc3ccccc3c(=O)n2CCOc2cc(C)ccc2C)cc1 | ? | -1% | 11% | -3% | -0.4% | 1% | 2 | -5% | 0% | 0% | 1%[46.1 µM]
C=CCOc1ccccc1CN1CCC(n2nccc2NC(=O)C2CCOC2)CC1 (configuration not stated) | 1% | -3% | -1% | 2% | -0.9% | -10% | 1 | -6% | -2% | 0% | -3%
O=C(OCc1nnc(-c2ccccc2)o1)C1=COCCO1 | -2% | 16% | -1% | -9% | 0.0% | -2% | -5 | -22% | ? | 0% | -6%
NNC(=O)Cn1c(-c2nonc2N)nc2ccccc21 | -6% | 10% | 0% | 8% | 0.2% | 1% | 27 | -12% | 6% | 11% | 3%
COc1ccccc1NS(=O)(=O)c1ccc(O)cc1 | 2% | -15% | -24% | 6% | 0.3% | -4% | -2 | 19% | ? | 2% | 5%

Random draw from the library. Share with any hit: about 3%.
